# Screening results from PubChem BioAssay.
# Shiga toxin inh – A qHTS for Small Molecule Inhibitors of Shiga Toxin; Vero cells, Shiga toxin protein synthesis inhibition reporter; inhibition, % at 38.7 µM; actives 9.2% (n = 290,000); in the data active = inhibition mostly above about 28%, no sharp cut-off; inactive = mostly below about 43%; also: 0% is about no effect
# Pf growth 96h – Primary qHTS for delayed death inhibitors of the malarial parasite plastid, 96 hour incubation; AID 504834, 2011; actives 6.9% (n = 320,000); Potency, µM (top dose mostly 28.7 µM), inactives show at the top dose activity change, negative = inhibition, hits mostly inhibitors; P. falciparum luciferase reporter growth, 96 h; also: potency is read from the fitted curve at half-maximal effect; % is scaled to controls: 0 for no effect and ±100 for the full control effect
#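 Two parasite generations (96 h, 37 C, 5% CO2) of compound exposure in infected erythrocytes (0.05% parasitemia, 2% hematocrit). Luciferase-reporter P. falciparum; decreased luminescence indicates inhibited growth, aimed at apicoplast-acting delayed death.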
# FBPA Giardia inh – qHTS Assay for Inhibitors of Fructose-1,6-bisphosphate Aldolase from Giardia Lamblia. A8B2U2. purified Giardia FBPA. Potency, µM (doses to about 59.6 µM), for the others: at the top dose activity, negative = inhibition, usual class: inhibitors. actives 0.71% (n = 290,000). AID 2451, 2010; also: potency is read from the fitted curve at half-maximal effect; % is scaled to controls: 0 for no effect and ±100 for the full control effect; nearly all actives have a fitted effect of over 55% in size
# Target sequence (A8B2U2 whole entry, looked up): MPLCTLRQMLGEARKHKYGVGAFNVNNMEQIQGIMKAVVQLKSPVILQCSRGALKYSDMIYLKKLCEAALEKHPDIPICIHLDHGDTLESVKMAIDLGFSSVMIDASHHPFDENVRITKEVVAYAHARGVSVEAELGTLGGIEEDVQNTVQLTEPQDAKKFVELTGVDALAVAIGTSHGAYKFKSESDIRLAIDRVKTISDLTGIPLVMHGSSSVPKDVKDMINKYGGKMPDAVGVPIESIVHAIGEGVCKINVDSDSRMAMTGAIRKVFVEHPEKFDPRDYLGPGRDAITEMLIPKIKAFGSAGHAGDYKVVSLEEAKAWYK
#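 Giardia FBPA (40 nM reagent) was preincubated 10 min at RT with compound (up to 57.5 uM final), then substrate plus GAPDH/TPI/NAD/arsenate coupling system with diaphorase/resazurin was added; resorufin fluorescence (525/598 nm) was read after 20 min.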
# Cycloheximide cs – Cycloheximide Counterscreen for Small Molecule Inhibitors of Shiga Toxin; cell reporter, cycloheximide protein synthesis inhibition counterscreen; max response, %; actives 12% (n = 300,000); AID 2314, 2010; in the data active = max response mostly above about 13%, no sharp cut-off; inactive = mostly below about 14%; also: read at 38.3 µM for the half of the compounds with a filed dose; 0% is about no effect
# Pf growth 48h – Primary qHTS for delayed death inhibitors of the malarial parasite plastid, 48 hour incubation; P. falciparum luciferase growth in erythrocytes, 48 h; Potency, µM (top dose mostly 28.7 µM), for inactives: at the highest dose activity change, negative = inhibition, most hits filed as inhibitors; actives 5.9% (n = 310,000); AID 504832, 2011; also: potency is read from the fitted curve at half-maximal effect; % is scaled to controls: 0 for no effect and ±100 for the full control effect
#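 Growth was read as firefly luciferase luminescence after a 48 h, 37 C, 5% CO2 exposure of compounds to reporter-bearing P. falciparum cultures (0.1% parasitemia, 2% hematocrit final) in Albumax-supplemented RPMI 1640.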
# HCV inh – qHTS Assay for Inhibitors of Hepatitis C Virus (HCV); actives 3.4% (n = 340,000); Huh7.5.1 HCVcc-Cre infection, luciferase reporter, 44 h; AID 651820, 2012; Potency, µM (top dose mostly 41.8 µM), for inactives: at the top dose activity change, negative = inhibition, hits mostly inhibitors; also: potency is read from the fitted curve at half-maximal effect; % is scaled to controls: 0 for no effect and ±100 for the full control effect
#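 Cells (1,000/well) were plated 4 h before compound, then infected with HCVcc-Cre virus (~0.5 moi). After 44 h further culture, infection was read as luciferase luminescence following a 15 min substrate incubation at room temperature.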
# * = called active by the depositor; ? = inconclusive; / = not tested or not shown; [ ] = another dose, or the depositor's remark. Unless noted, calls follow the shape of the dose curve; as a rule, active = well fitted curve in the direction sought with a large enough effect; inconclusive = small, poorly fitted or top-dose-only effect, or another doubt; inactive = no such curve, though single readings can be large; an effect the other way counts as inactive or inconclusive.
SMILES,Shiga toxin inh,Pf growth 96h,FBPA Giardia inh,Cycloheximide cs,Pf growth 48h,HCV inh
OCCNCCCOc1cc(Cl)ccc1Cl,-10.5,?,-10.3%,7.3,17.6%,5.0%
Cc1cc(Cl)ccc1NC(=S)NCc1ccc(Cl)cc1,9.8,-8.6%,10.6%,-1.3,?,?
O=C(NCCN1CCOCC1)[C@H](Cc1ccccc1)N1C(=O)c2ccccc2C1=O,-2.8,4.1%,4.7%,-6.1,5.8%,-2.2%
Cc1noc(/C=C/N(C)C)c1S(=O)(=O)N1CCCC(C(=O)NCc2ccc(Cl)cc2)C1 (stereo unspecified),13.0,?,4.3%,0.4,?,/
COc1cc(/C=C2\SC(=N)N(c3ccc(F)cc3)C2=O)ccc1O,-4.9,-20.7%,2.2%,17.5,?,-11.1%
COc1ccc(NC(=O)CCSc2nc(C)cs2)cc1,130.9*,-3.0%,-2.2%,31.7*,84.4%[activator],5.4%
CC(=O)Nc1ccc(SCCN2CC[C@@H](O)CCC2=O)cc1,/,23.5%,/,/,35.0%[activator],9.0%
CC(C)c1ccc(NC(=O)COC(=O)/C=C/c2cccc(Br)c2)cc1,0.3,20.2%,-3.0%,0.5,18.5%,10.7%
CC(C)(C)CNC(=O)[C@]1(C)CCC[C@@]2(C)C3CC[C@@]4(C)C[C@]3(CCC21)CC4=O (stereo partly specified),/,?,/,/,-15.4%,-11.2%
CCc1nc2ccccc2nc1N1CCN(S(=O)(=O)c2ccccc2)CC1,-4.0,14.7µM*,0.3%,-2.2,?,5.2%
C/C=C/c1ccc(OCCNCc2ccccc2)c(OC)c1,/,?,-20.5%,8.4,16.6%,4.7%
CCCc1nc2cc(CC(=O)OC)ccc2o1,17.3,49.7%[activator],3.4%,21.7*,12.3%,17.5%
CCCCC(=O)NC(c1cccc([N+](=O)[O-])c1)c1c(OC(C)=O)ccc2ccccc12 (stereo unspecified),5.3,46.1%,-7.9%,16.9*,0.828µM*,?
Cc1cc(NC(=O)CSc2nnc(C3CC3)n2C)no1,-6.4,?,-4.7%,-2.3,17.2%,5.7%
c1ccc(-c2noc(-c3cccnc3)n2)nc1,79.8*,/,0.2%,41.9*,134.2%[activator],5.7%
O=C(NNc1ccc(Cl)cc1)C1CCC1,-7.6,?,1.6%,1.0,?,20.7%
COc1cccc(CNC(=O)CN2C(=O)COc3ccc(S(=O)(=O)N4CCC(C)CC4)cc32)c1,-11.7,-7.7%,2.7%,10.6,0.0%,-3.3%
Nc1nn(-c2ccccc2)c2ccc([N+](=O)[O-])cc12,33.7,?,-9.1%,26.1*,54.2%[activator],5.5%
OCC12CO[C@@H]3c4ccccc4[C@H](OC1)N32 (stereo partly specified),-13.1,-0.2%,-3.4%,-4.4,/,16.6%
CCN(CC)C(=O)N1CCN(C(=O)c2ccc(C)cn2)CC1,22.0,11.7µM*,14.8%,27.2*,36.0%[activator],13.4%
O=C1NC(c2ccccc2)C(C(=O)c2cccs2)=C1O (stereo unspecified),15.5,11.7µM*,-0.6%,6.2,13.0%,12.5%
CCC(=O)NC(=S)Nc1ccc(NC(=O)c2ccc(C)c([N+](=O)[O-])c2)cc1,-7.8,-6.9%,0.0%,-1.8,-22.4%,?
O=C(COc1ccccc1)NCc1ccccc1,14.9,55.4%[activator],1.0%,7.1,/,14.8%
O=C(NC(=S)Nc1cccc2[nH]ncc12)c1ccccc1,58.4*,381.1%[activator],-11.5%,36.2*,164.5%[activator],-0.2%
Cc1ccc(C)c(-c2csc(N)c2C(=O)OC(C)C)c1,-4.7,?,-11.4%,-5.4,/,-25.5%
Nc1ccc(S(=O)(=O)NNC(=O)C(=O)NNc2ccccc2)cc1,-10.2,8.6%,-11.2%,-2.2,12.0%,-9.3%
COc1ccc(CNc2ccc3cn[nH]c3c2)c(OC)c1OC,27.2,?,?,4.9,/,-25.6%
CN(C)c1ccc(NS(=O)(=O)c2ccc(Cl)cc2)cc1,-6.7,8.1%,4.0%,0.9,17.7%,8.3%
N/C(=N\OC(=O)c1cccc(Cl)c1)c1ccncc1,58.7*,1.6%,0.7%,38.5*,-4.8%,14.8%
CN(C)[C@@H]1CCC[C@H]1OC(=O)C(c1ccccc1)c1ccccc1,12.4,32.7%[activator],-12.4%,-5.0,-1.4%,0.9%
CCN(CC)S(=O)(=O)c1ccc2oc(Nc3ccc(OC)cc3)nc2c1,27.2,?,-6.0%,8.0,?,?
O=C(Nn1cnc2ccccc2c1=O)c1ccc(F)cc1Cl,71.8*,11.7µM*,-2.2%,22.9*,106.1%[activator],2.7%
CCc1ccc(Nc2nnc(SCC(=O)NC(=O)CN3CCCC3=O)s2)cc1,/,17.8%,/,/,20.1%,-12.9%
O=C(CSc1nnc(-c2ccccc2)n1Cc1ccccc1)NNC(=O)c1ccccc1O,-8.6,1.9%,-20.9%,6.0,23.2%,?
Cc1ccc(C(NC(=O)N2CCOCC2)C(Cl)Cl)cc1F (stereo unspecified),39.2,17.0%,0.2%,1.0,12.0%,13.9%
CCC1=Nc2cc(C(=O)N3CCC4(CC3)OCCO4)ccc2Sc2ccccc21,-7.4,29.9%,?,12.2,?,-14.0%
N#Cc1ccc(OCCN2C(=O)NC3(CCSC3)C2=O)cc1 (stereo unspecified),-8.2,-27.1%,1.7%,-5.5,-0.4%,13.6%
CCN(CC)c1ccc(S(=O)(=O)N2CCOCC2)cc1NC(=O)Cn1nc(C)c([N+](=O)[O-])c1C,/,11.7µM*,/,/,?,-21.0%
Cc1cccc(NC(=O)CCS(=O)(=O)c2ccccc2)c1,47.3*,-2.1%,-0.5%,30.2*,89.9%[activator],19.2%
Cn1c(NC(=O)c2ccco2)c(-c2ccc(Cl)cc2)c(=O)c2ccccc21,-21.1,/,-4.0%,-1.6,5.9%,-7.2%
CCOC(=O)c1nn(-c2ccccc2C)c2nc(-c3ccc(Cl)cc3)c(C#N)c(=O)n12,-26.9,/,-2.4%,-7.7,-26.0%,-16.3%
CC(=O)N1CCN(C(=O)/C(C#N)=C/c2ccc3c(c2)OCO3)CC1,-12.4,-0.8%,2.1%,-2.1,-24.8%,8.3%
CCOC(=O)C1=CC[C@H]2c3c(c4ccccc4n3C)C[C@H]1N2C,/,?,/,/,0.8%,-1.3%
COc1ccc(CNC(=O)C(C)NCc2ccc(S(N)(=O)=O)cc2)cc1 (stereo unspecified),-7.9,52.1%[activator],-2.0%,-2.3,-21.4%,-9.9%
CN(C)C(=O)c1cc2cc(Br)ccc2s1,31.7,?,2.3%,16.0,16.0%,4.7%
COc1cc(C(=O)NC(C)C2CC3CCC2C3)cc(OC)c1OC (stereo unspecified),3.4,-10.0%,2.0%,-1.4,115.6%[activator],-11.6%
Cc1ccc(Nc2nnc(SCC(=O)Nc3ccc(S(=O)(=O)N4CCOCC4)cc3)s2)cc1,110.9*,/,-6.2%,49.0*,25.6%,?
CC(C)CN(C(=O)CSc1nnc2ccccn12)C1CCS(=O)(=O)C1 (stereo unspecified),/,-10.2%,/,/,-7.2%,1.3%
O=C(CSc1nnc(-c2ccccc2O)o1)Oc1ccc(OCc2ccccc2)cc1,101.4*,?,-8.4%,31.4*,-14.1%,-25.3%
CCc1nnc(NC(=O)C2(C)COC(c3ccccc3)OC2)s1 (stereo unspecified),12.4,?,0.3%,-0.6,-17.3%,4.3%
# Later entries.
SMILES,Shiga toxin inh,Pf growth 96h,FBPA Giardia inh,Cycloheximide cs,Pf growth 48h,HCV inh
CCOc1cc(/C=N/NC(=O)C2CC2)ccc1OC(C)C,2.1,?,/,0.8,-17.9%,1.3%
CC(=O)Nc1ccc(C(=O)N/C(=C/c2ccccc2)C(=O)Nc2cccc(C(=O)O)c2)cc1,1.1,20.4%,2.7%,-3.1,2.9%,8.4%
O=C(Nc1ccccc1)N1CCC(c2ccccc2)C1 (stereo unspecified),82.6*,-25.9%,8.3%,39.5*,95.5%[activator],-11.6%
COc1ccc(-n2c(C)nc3ccccc3c2=O)c([N+](=O)[O-])c1,-2.0,?,0.1%,0.8,-2.8%,?
Cc1cc(=O)oc2cc(OC(C)C(=O)NCC3CCC(C(=O)O)CC3)c(Cl)cc12 (stereo unspecified),-2.4,21.1%,-17.8%,-4.8,-2.3%,-4.4%
O=C(O)C1Cc2ccccc2CN1C(=O)c1ccccc1 (stereo unspecified),-10.2,/,-0.9%,-3.1,?,20.1%
O=C(c1cccc(C(F)(F)F)c1)N1CCN(C2CCCCC2)CC1,-6.7,/,-2.9%,-1.6,18.8%,7.2%
CC(NC(=O)CN1CCN(c2ncccn2)CC1)c1ccc(F)cc1 (stereo unspecified),-24.4,24.4%,-4.0%,-3.4,-5.0%,8.4%
C=CC(=O)NC(NC(=O)C=C)c1ccc(Br)cc1,-5.2,?,5.1%,-0.8,?,?
Cc1nc(SCc2ccc(Cl)c(Cl)c2)ncc1C(=O)O,12.4,-5.6%,27.3%,10.2,11.4%,5.9%
CCCN(C1CCS(=O)(=O)C1)S(=O)(=O)c1ccc2ccccc2c1 (stereo unspecified),/,7.5%,/,/,28.5%,-5.5%
Cc1ccccc1NC(=O)Cn1nnc(-c2ccc(CN3CCC(C)CC3)cc2)n1,14.5,-12.6%,4.3%,0.8,?,5.2%
CS(=O)(=O)O/N=C1\CCCCC1c1ccc([N+](=O)[O-])cc1[N+](=O)[O-] (stereo unspecified),-11.3,18.5%,-2.2%,-7.5,10.4%[0.00184 µM],7.2%
